# High-throughput results as filed in PubChem BioAssay.
# USP1 inh: inhibitors of human USP1/UAF1 deubiquitinase. O94782. recombinant USP1/UAF1, Ub-Rhodamine cleavage fluorescence. Potency, µM (highest dose often 57.1 µM), for inactives: at the highest dose activity change, negative = inhibition, actives largely listed as inhibitors. 390,000 tested, 0.23% active. AID 743255; further: potency means the concentration at half of the fitted maximal effect; on the % scale 0 is the no-effect control and ±100 the full control effect; nearly all actives have a fitted effect of over 60% in size; inactives centre near -12
# Target sequence (O94782 whole entry, looked up): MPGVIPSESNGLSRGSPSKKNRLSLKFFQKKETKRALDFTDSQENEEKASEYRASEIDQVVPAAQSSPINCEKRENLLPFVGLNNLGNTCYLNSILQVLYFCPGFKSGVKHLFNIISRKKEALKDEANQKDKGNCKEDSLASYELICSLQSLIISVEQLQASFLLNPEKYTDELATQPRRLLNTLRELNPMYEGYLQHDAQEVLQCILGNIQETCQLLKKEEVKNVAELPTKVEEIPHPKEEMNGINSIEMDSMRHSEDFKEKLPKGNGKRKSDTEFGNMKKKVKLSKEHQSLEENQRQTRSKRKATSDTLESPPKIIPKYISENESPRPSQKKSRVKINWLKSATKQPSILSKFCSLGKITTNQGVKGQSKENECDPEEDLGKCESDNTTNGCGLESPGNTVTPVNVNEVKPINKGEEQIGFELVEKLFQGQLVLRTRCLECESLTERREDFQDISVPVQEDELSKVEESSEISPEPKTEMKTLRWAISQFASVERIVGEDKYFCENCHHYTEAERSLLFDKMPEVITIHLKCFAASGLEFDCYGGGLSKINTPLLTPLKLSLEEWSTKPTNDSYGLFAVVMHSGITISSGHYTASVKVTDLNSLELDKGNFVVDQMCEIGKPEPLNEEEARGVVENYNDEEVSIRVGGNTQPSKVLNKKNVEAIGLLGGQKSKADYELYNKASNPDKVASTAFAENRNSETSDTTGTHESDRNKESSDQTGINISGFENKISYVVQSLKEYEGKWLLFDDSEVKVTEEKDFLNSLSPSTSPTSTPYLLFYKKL
#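 Step one: compound is pinned into 1nM USP1/UAF1 in HEPES pH 7.8 buffer with TCEP. Step two: 15 min room-temperature incubation. Step three: Ub-Rho (150nM final) starts cleavage, tracked by fluorescence over six one-minute reads.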
# TRHR agonist: agonists of human TRH receptor; TRHR cells, calcium flux fluo-8, FDSS agonist mode; activation, % at 2 µM; P34981; 360,000 tested, 0.18% active; in the data active means activation above about 30%; further: 0% is about no effect
#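 Agonist-mode FDSS calcium read (Ex 480/Em 530, 1 s cycles) in 1536-well TRHR cells with fluo-8 dye, after 10-cycle baseline and 23 nL compound addition; TRH at EC20 (10 nM final) added afterwards for the enhancer phase.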
# mIDH1 inhibitor: inhibitors of human mutant IDH1 R132H; Potency, µM (top dose mostly 76.6 µM), inactives show at the highest dose activity change, negative = inhibition, most hits filed as inhibitors; O75874; 390,000 tested, 0.093% active; IDH1-R132H enzyme, NADPH consumption, diaphorase/resazurin fluorescence; AID 602179; further: potency means the concentration at half of the fitted maximal effect; on the % scale 0 is the no-effect control and ±100 the full control effect; nearly all actives have a fitted effect of over 65% in size
#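 IDH1-R132H (0.5 ug/mL dispensed) in pH 7.5 Tris buffer was preincubated 30 min with compound, then given a substrate mix of 0.016 mM NADPH and 2 mM alpha-KG for 80 min at room temperature; remaining NADPH was read by diaphorase/resazurin fluorescence.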
# TrxR1 substrate: rat thioredoxin reductase 1 substrate activity | O89049 | purified TrxR1 substrate turnover, NADPH consumption readout | Potency, µM (doses to about 114 µM), for inactives: at the top dose activity change, negative = substrate turnover | 390,000 tested, 0.01% active; further: potency means the concentration at half of the fitted maximal effect; on the % scale 0 is the no-effect control and ±100 the full control effect; nearly all actives have a fitted effect of over 50% in size
#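 Rat TrxR1, dispensed at 90 nM, was prereduced with 400 uM NADPH (final) for 5 min at ~22 deg C, then incubated with compound 15 min before 400 uM selenite. A first-read NADPH fluorescence drop versus no-compound background flagged substrates.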
# D2 agonist: D2 dopamine receptor (human) agonism | AID 485358 | P14416 | activation, % at 2 µM | HEK293 T-REx D2 cells, calcium flux agonist mode | 340,000 tested, 0.53% active;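 active means activation over 3 SD above normal in the single-dose calcium agonist read, cut at about 30% in these data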; further: 0% is about no effect
#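 HEK293 Trex D2 cells, tetracycline-induced, o/n 30 C 5% CO2; no-wash Ca dye, RT 30–90 min; 10-cycle baseline, 23 nl cpd added, kinetic Ca read 180 s; agonist hits = positive Ca response.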
# Pin1 inh: inhibitors of human Pin1; Q13526; Pin1 FP peptide displacement, HiFluor488, 10 min; Potency, µM (series often up to 115 µM), without a hit: at the highest dose activity, negative = inhibition, most hits filed as inhibitors; 390,000 tested, 0.009% active; AID 504891; active means well fitted inhibition curve with a large enough effect in the polarisation, with a control signal flat, not every such curve was filed as active; inconclusive means small, poorly fitted or top-dose-only effect, or effect the other way, or a change in a side signal; inactive means no such curve, though single readings can be large or run the other way; the % refers to the polarisation; further: potency means the concentration at half of the fitted maximal effect; on the % scale 0 is the no-effect control and ±100 the full control effect
# Target sequence (Q13526 whole entry, looked up): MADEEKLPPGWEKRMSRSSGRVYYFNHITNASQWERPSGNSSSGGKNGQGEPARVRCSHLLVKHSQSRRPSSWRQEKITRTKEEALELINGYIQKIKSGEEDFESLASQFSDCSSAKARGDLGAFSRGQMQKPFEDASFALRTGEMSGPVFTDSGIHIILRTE
# rTrxR1 inhibitor: rat TrxR1 inhibition; O89049; recombinant rTrxR1, NADPH fluorescence consumption, selenite substrate; Potency, µM (titrated, usually from 114 µM), inactives show at the top dose activity change, negative = inhibition, hits mostly inhibitors; 390,000 tested, 1% active; further: potency means the concentration at half of the fitted maximal effect; on the % scale 0 is the no-effect control and ±100 the full control effect; nearly all actives have a fitted effect of over 65% in size
#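 Rat TrxR1 (90 nM in the dispensed reagent) was pre-reduced with 400 uM NADPH for 5 min at room temperature, then incubated with compound for 15 min. After 400 uM selenite was added, NADPH fluorescence (Ex 340/Em 450 nm) was followed for 8 min.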
# TRHR PAM: allosteric enhancers of human TRH receptor; P34981; TRHR cells, fluo-8 calcium fluorescence, EC20 TRH enhancement; enhancement, % at 2 µM; 360,000 tested, 0.66% active; AID 493056; in the data active means enhancement above about 30%; further: 0% is about no effect
#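 Enhancer read-out: after compound pinning and an initial kinetic agonist-mode read, an EC20 of TRH (10 nM final) was injected and fluo-8 calcium signal (Ex 480/Em 530) followed at 1 s/cycle for 100 cycles in TRHR-expressing cells.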
# D2 antag: antagonizes the human D2 dopamine receptor. HEK293 TREx D2 cells, calcium flux, dopamine EC80. inhibition, % at 10 µM. 340,000 tested, 2% active. AID 485344; in the data active means inhibition above about 30%; further: 0% is about no effect
#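 Calcium mobilization kinetics were recorded at 1 s intervals in tetracycline-induced HEK293 T-REx D2 cells, first for 180 s after compound addition and then 180 s after EC80 dopamine.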
# * = called active by the depositor; ? = inconclusive; · = no result given; [ ] = dose if it differs, or a comment. Unless noted, the call rests on the fitted dose curve; in most records, active means well fitted inhibition curve with a large enough effect; inconclusive means small, poorly fitted or top-dose-only effect; inactive means no such curve, though single readings can be large or run the other way.
SMILES,USP1 inh,TRHR agonist,mIDH1 inhibitor,TrxR1 substrate,D2 agonist,Pin1 inh,rTrxR1 inhibitor,TRHR PAM,D2 antag
CCCNC(=O)Cn1nc(-c2ccc(C)c(C)c2)c2cnc3ccc(F)cc3c21,-22%,-0.7,-11%,13%[57.1 µM],-0.9,6%,44%[activator][57.1 µM],3,·
CCOC(=O)C1=C(C)N(C)C(=O)NC1c1cc2c(cc1Br)OCO2 (stereo not given),-19%,-0.8,12%,-9%[57.1 µM],0.8,4%,1%[57.1 µM],1,16
COc1ccc(CC(=O)N2CCN(C(=O)Cc3ccc(OC)cc3)CC2)cc1,-18%,-0.1,0%,2%,-0.3,-2%,3%,5,-8
CCOCCn1c(=O)c2c(nc3n2CCN3c2ccc(C)cc2)n(C)c1=O,-19%,·,-2%,5%,·,-4%,17%,·,·
O=C(Cn1nnc(-c2cccs2)n1)N1CCOCC1,-5%,0.6,21%,10%[57.1 µM],0.8,-4%,1%[57.1 µM],-4,-7
COc1ccccc1C(=O)NC(CCSC)C(=O)NCCCn1nc(C)cc1C (stereo not given),-17%,-0.2,1%,-9%,-0.4,3%,1%,-2,-8
Cc1ccc(NC(=O)CN2C(=O)COc3ccc(S(=O)(=O)N4CCCCCC4)cc32)cc1Cl,-14%,-0.3,?,2%,-0.5,27%,19%,6,·
C#Cc1cccc(C(=O)N2CCCC(CCC(=O)NCc3ccccc3F)C2)c1 (stereo not given),-12%,·,1%,-1%,·,0%,-4%,·,·
Cn1c(CN2CCOCC2)nnc1SCC(=O)Nc1cc(Cl)ccc1Cl,-7%,-0.5,5%,-3%,0.6,4%,3%,13,-8
O=C(COc1ccc(Cl)cc1)NCc1nnc(SCC(=O)NC2CCCC2)o1,7%,-0.3,-2%,-3%,0.4,3%,3%,3,-13
CC1=C(C(=O)Nc2ccccc2)C(c2ccccc2Cl)n2ncc(C(=O)Nc3cccc(C)c3)c2N1 (stereo not given),-14%,0.2,-9%,4%,0.0,4%,14%,9,·
S=C(Nc1ccc(Cl)cc1Cl)N1CCCC1,-12%,-0.2,18%,4%,0.3,2%,7%,3,-7
CCNC(=O)NC(=O)C(C)Sc1nc2ccccc2c(=O)n1-c1cccnc1 (stereo not given),-2%,-2.2,1%,7%,-1.0,?,7%,15,-34
Cc1ccc(N(CC(=O)NCc2ccco2)C(=O)CCC(=O)Nc2nccs2)c(C)c1,-12%,-0.1,5%,-1%,0.0,4%,14%,-2,-8
CCCCN(C)CCN1C(=O)C2C(C(=O)Nc3ccc(Cl)cc3)C3C=CC2(O3)C1C(=O)NC1CCCCC1 (stereo not given),-34%,0.1,-1%,8%,1.0,-3%,-7%,1,-12
O=C(O)/C=C/c1ccc2ccccc2n1,2%,0.1,0%,10%,0.2,-3%,17%,-4,11
Cn1c(SCC(=O)NC2CC2)nnc1C1CC1,-11%,-0.2,6%,1%,0.3,-1%,21%,-6,-9
CSc1nc(O)c(Nc2cccc(Cl)c2)c(=O)[nH]1,-23%,0.4,-3%,-5%,-0.6,4%,-5%[2.29 µM],4,6
CCc1nc2ccc(C(=O)Nc3ccc(NC(C)=O)cc3)cc2nc1CC,-1%,-0.4,10%,-18%,1.0,6%,-12%,2,-6
COc1ccc(NS(=O)(=O)c2cccc(C(=O)N/N=C/c3ccccc3OC)c2)cc1,-24%,0.6,6%,-1%,0.1,-3%,1%,5,8
CCN(CC)c1ccc(C(=O)NNC(=O)CN2C(=O)NC3(CCCCC3)C2=O)cc1,-18%,0.3,4%,-16%,0.0,-4%,-15%,1,-2
O=S(=O)(Nc1ccc(F)cc1)c1ccc(NS(=O)(=O)c2cccs2)cc1,-16%,0.3,1%,2%,-3.2,-2%,-3%,-2,-6
CC1(C)CC(=O)C2=C(C1)c1c(ccc3ccccc13)NC2c1ccco1 (stereo not given),7%,-1.0,-8%,57%[activator],-1.6,-1%,7%,-3,-13
C=CCOc1ccc(CNn2c(C)n[nH]c2=S)cc1OC,7%,0.2,-2%,3%,0.3,-2%,-14%,12,-25
O=[N+]([O-])c1ccc(N=Nc2ccc(O)c3ccccc23)cc1,?,·,14%,-13%,·,29%,?,·,·
C/C=C/Cn1cccc(C(=O)Nc2ccc(OC)cc2)c1=O,1%,0.3,2%,-17%[57.1 µM],-1.2,-3%,23%[57.1 µM],-1,13
CC(C)c1ccc(CCNC(=O)CCNC(=O)c2ccc(Br)cc2)cc1,-17%,0.0,2%,4%,0.6,2%,6%,1,9
COc1ccc(C(C(=O)NC2CCCCC2)N(C(=O)c2ccco2)c2ccccc2C(C)=O)cc1OC (stereo not given),-4%,0.0,0%,3%[57.1 µM],0.1,-4%,9%[57.1 µM],-3,-10
CCn1c(N2CCN(CC(=O)Nc3cccc(C)c3C)CC2)nc2ccccc21,-3%,-0.2,9%,-8%,-0.5,4%,-9%,-6,8
Cc1cc(C)cc(OCC(=O)Nc2c(C(=O)c3ccccc3)oc3ccccc23)c1,-22%,-0.7,23%,19%,-0.3,6%,37%[activator],3,·
CC(O)(CS(=O)(=O)Cc1ccc(Cl)cc1)C(=O)Nc1cccc(C(F)(F)F)c1 (stereo not given),-16%,·,5%,-4%,·,-5%,2%,·,·
CCSc1nnc(NC(=O)CSc2nccn2-c2cccc(C)c2C)s1,-3%,-0.8,-2%,0%[57.1 µM],-0.7,7%,1%[57.1 µM],-7,-8
Cc1ccc(C)c(C(=O)COC(=O)C(C)N2C(=O)C3C4CCC(C4)C3C2=O)c1 (stereo not given),-10%,-1.1,21%,2%,0.9,-5%,18%,1,26
O=C(COC(=O)c1ccccc1C(=O)N1CCN(c2ccccc2)CC1)Nc1ccccc1,-12%,1.0,-13%,-8%,0.9,-18%,8%,4,9
COc1ccc(NC(=O)CN(C)C(=O)c2cccc(S(=O)(=O)Nc3ccc(OC)cc3)c2)cc1,-10%,-0.2,-1%,-4%,0.3,-1%,-1%,8,-16
COc1ccc(CCn2ccc(O)c(Cc3ccc(Cl)cc3)c2=O)cc1OC,-20%,-1.4,9%,1%[11.4 µM],-0.3,8%,-1%[11.4 µM],8,6
CCOC(=O)C1CCN(C(=O)CSc2n[nH]c(-c3ccc(F)cc3)n2)CC1,12%,-0.2,-2%,-2%[57.1 µM],0.4,?,16%[57.1 µM],2,·
CC(C)N1C(=O)c2ccccc2N(Cc2ccccc2)S1(=O)=O,-8%,-0.1,8%,5%,-0.5,0%,19%,-8,13
COc1ccc(C(C(=O)NC(C)(C)C)N(C(=O)CCC(=O)Nc2cc(C)on2)c2ccccc2F)cc1 (stereo not given),-12%,0.5,-3%,4%[57.1 µM],0.5,1%,18%[57.1 µM],0,-14
Cc1cc(N2C(=O)C(O)=C(C(=O)c3cccs3)C2c2cccc(O)c2)no1 (stereo not given),-26%,1.0,12%,-13%,0.1,0%,-12%,8,-26

# A second format for some results above:
compound	USP1 inh	TRHR agonist	mIDH1 inhibitor	TrxR1 substrate	D2 agonist	Pin1 inh	rTrxR1 inhibitor	TRHR PAM	D2 antag
CCN(CC)c1ccc(C(=O)NNC(=O)CN2C(=O)NC3(CCCCC3)C2=O)cc1	-18%	0.3	4%	-16%	0.0	-4%	-15%	1	-2
O=S(=O)(Nc1ccc(F)cc1)c1ccc(NS(=O)(=O)c2cccs2)cc1	-16%	0.3	1%	2%	-3.2	-2%	-3%	-2	-6
CC1(C)CC(=O)C2=C(C1)c1c(ccc3ccccc13)NC2c1ccco1 (stereo not given)	7%	-1.0	-8%	57%[activator]	-1.6	-1%	7%	-3	-13
C=CCOc1ccc(CNn2c(C)n[nH]c2=S)cc1OC	7%	0.2	-2%	3%	0.3	-2%	-14%	12	-25
O=[N+]([O-])c1ccc(N=Nc2ccc(O)c3ccccc23)cc1	?	·	14%	-13%	·	29%	?	·	·
C/C=C/Cn1cccc(C(=O)Nc2ccc(OC)cc2)c1=O	1%	0.3	2%	-17%[57.1 µM]	-1.2	-3%	23%[57.1 µM]	-1	13
CC(C)c1ccc(CCNC(=O)CCNC(=O)c2ccc(Br)cc2)cc1	-17%	0.0	2%	4%	0.6	2%	6%	1	9
COc1ccc(C(C(=O)NC2CCCCC2)N(C(=O)c2ccco2)c2ccccc2C(C)=O)cc1OC (stereo not given)	-4%	0.0	0%	3%[57.1 µM]	0.1	-4%	9%[57.1 µM]	-3	-10
CCn1c(N2CCN(CC(=O)Nc3cccc(C)c3C)CC2)nc2ccccc21	-3%	-0.2	9%	-8%	-0.5	4%	-9%	-6	8
Cc1cc(C)cc(OCC(=O)Nc2c(C(=O)c3ccccc3)oc3ccccc23)c1	-22%	-0.7	23%	19%	-0.3	6%	37%[activator]	3	·

# (further entries)
SMILES,USP1 inh,TRHR agonist,mIDH1 inhibitor,TrxR1 substrate,D2 agonist,Pin1 inh,rTrxR1 inhibitor,TRHR PAM,D2 antag
COc1ccc(OC)c2[nH]c(=O)c(CCNC(=O)C(C)C)cc12,-22%,0.1,7%,-3%,-0.1,-8%,7%,3,13
Cc1c(C(=O)N2CCOCC2)cc(C(C)(C)C)n1-c1ccccc1,-12%,0.6,3%,4%[57.1 µM],-0.4,-15%,11%,-5,4
Cc1nn(C)c(C)c1CCC(=O)NC1CC(C)(C)Cc2c1cnn2-c1ccccc1 (stereo not given),-12%,-0.5,1%,-1%,-0.2,1%,-10%,2,-7
O=C1/C(=C/c2cccnc2)Cc2ccc(Cl)cc21,-14%,-0.5,-6%,-5%,0.1,-5%,-4%,4,-18
CCOc1ccc(S(=O)(=O)N2CCN(CC)CC2)cc1NC(=O)c1ccccc1F,-21%,-0.6,0%,7%,0.6,-2%,21%,1,5

# These rows are one share of the data; count on the stated rates, not on these rows.
